# All columns: NCI-60 one-dose screen, growth in % after 48 h at 10 µM unless noted; 100 = growth as untreated, 0 = no growth, -100 = all killed.
# SK-MEL-2: SK-MEL-2 melanoma | actives 4.7% (n = 77,000)
# UACC-257: UACC-257 melanoma; actives 4.4% (n = 78,000); AID 1794764
# MALME-3M: MALME-3M melanoma | actives 5.8% (n = 78,000) | AID 1794766
# UACC-62: UACC-62 melanoma; actives 5.4% (n = 81,000); AID 1794756
# LOX IMVI: LOX IMVI melanoma | actives 7.4% (n = 79,000)
# MDA-MB-435: MDA-MB-435 melanoma; actives 7.8% (n = 82,000); AID 1794794
# SK-MEL-28: SK-MEL-28 melanoma. AID 1794761. actives 4.1% (n = 81,000)
# SK-MEL-5: SK-MEL-5 melanoma; actives 6.4% (n = 80,000)
# Numbers without * were called inactive; · = not tested or not shown; & = joins results of further samples; [ ] = remark or other dose. The calls were made as follows: active = growth percent below 10; inactive = the rest. Only part of the results is shown (hit frequency here may not be typical).
cpd	smiles	SK-MEL-2	UACC-257	MALME-3M	UACC-62
1	C[C@]12CC=CC[C@@H]1CC[C@@H]1[C@@H]2CC[C@@]2(C)[C@H]1CC[C@]2(C)O	81.6	107.0	94.3	98.8
2	Cc1cc(C)c(C)c(C(O)(C(=O)O)c2ccccc2)c1C (stereo unspecified)	98.2	103.6	87.7	92.0
3	NC(=O)C(c1ccc(Cl)cc1)c1ccc(N(CCCl)CCCl)cc1 (stereo unspecified)	114.5	93.2	80.0	71.0
4	ClCCN(CCCl)Cc1ccc(Nc2ccnc3cc(Cl)ccc23)cc1	-19.5*	56.2	57.4	26.8
5	COC(=O)[C@@H](C)C[C@H](Cc1ccccc1)NC(=O)c1csc([C@@H](C[C@H](C(C)C)N(C)C(=O)[C@@H](NC(=O)CN(C)C)C2CC2)OC(C)=O)n1	11.6	60.3	69.8	63.8
6	COc1ccc(-n2c(Sc3sc(N)nc3C)nc3ccc(C)cc3c2=O)cc1	99.7	101.7	107.4	84.6
7	O=C(OCCc1ccccc1)C(Cl)(Cl)Cl	113.4	103.2	107.5	100.1
8	Fc1ccccc1N=C=S	101.5	80.3	96.3	90.3
9	Cc1ccc(S(=O)(=O)SC(Cl)(Cl)Cl)cc1	103.4	96.4	95.4	106.0
10	C=CCc1cc(-c2cc(CC=C)c(O)c(CNCCCl)c2)cc(CNCCCl)c1O	105.4	·	128.3	85.5
11	Cc1cc(Cl)ccc1OC(C)C(=O)O (stereo unspecified)	102.4	104.2	100.4	107.3
12	O=S(OO)c1cc(Cl)c(O)c(Cl)c1 (stereo unspecified)	110.2	99.6	115.4	101.5

cpd	LOX IMVI	MDA-MB-435	SK-MEL-28	SK-MEL-5
1	88.2	98.8	109.6	99.8
2	100.0	105.5	101.3	80.7
3	63.9	92.7	112.0	87.0
4	20.1	39.6	67.1	54.2
5	8.8*	0.6*	61.3	-47.6*
6	89.0	95.8	96.4	84.3
7	103.3	102.3	107.4	107.4
8	94.4	91.9	98.4	97.6
9	95.3	102.7	119.5	98.5
10	87.2	104.9	113.7	94.6
11	97.1	105.2	102.3	97.1
12	96.4	97.1	98.9	103.7

# New compounds follow:
cpd	smiles	SK-MEL-2	UACC-257	MALME-3M	UACC-62
13	CCN1CC2(CN(CC)C1=O)C(=O)NC(=S)NC2=O	105.6	107.7	99.4	99.2
14	CNCCc1cc2c(cc1C=O)OCO2	95.1	97.0	95.1	106.6
15	CCOC(=O)NC(C1=NCCS1)P(=O)(OCC)OCC (stereo unspecified)	112.3	105.6	99.2	104.7
16	CC(=O)N(O)c1ccc2c(c1)Cc1ccccc1-2	85.0	97.5	105.4	95.0
17	O=C(NCCCOc1ccc([N+](=O)[O-])cc1Cl)Nc1ccc(S(=O)(=O)F)cc1	87.7	86.0	78.2	73.3
18	CC(Cc1ccc(O)cc1)NCC(O)c1cc(O)cc(O)c1 (stereo unspecified)	127.4	98.9	107.6	97.1
19	CCOC(=O)NC(O)C(Cl)(Cl)Cl (stereo unspecified)	107.7	91.3	101.3	98.6
20	O=C1c2ccccc2C(=O)C1C(=O)C(c1ccccc1)c1ccccc1	99.8	91.8	97.6	101.5
21	CC1=C[C@H]2O[C@@H]3C[C@H]4OC(=O)/C=C\C=C\[C@H]([C@@H](C)O)OCC/C(C)=C/C(=O)OC[C@@]2(CC1)[C@]4(C)[C@]31CO1	-61.1*	·	-65.9*	-58.6*
22	Cc1nnc(N/N=C/c2ccc(N(CCCl)CCCl)cc2)n1N	113.9	106.9	86.7	71.5
23	CC(=O)Nc1ccc(C=C2C(=O)NC(=O)NC2=O)cc1	108.7	98.4	·	99.1
24	c1ccc2c(c1)oc1ccccc12	92.7	100.3	100.6	99.2

cpd	LOX IMVI	MDA-MB-435	SK-MEL-28	SK-MEL-5
13	106.1	106.8	107.3	105.0
14	98.8	97.7	107.4	100.6
15	100.6	103.5	108.4	102.1
16	90.9	103.5	111.3	104.5
17	95.4	90.3	104.2	97.5
18	102.9	98.9	113.7	95.4
19	99.5	97.4	102.0	100.2
20	90.1	105.0	109.5	86.3
21	-81.1*	-83.5*	-38.6*	-89.2*
22	76.4	99.1	108.9	92.7
23	96.8	100.6	105.8	115.1
24	95.5	112.8	115.8	100.2

# Further entries follow:
cpd	smiles	SK-MEL-2	UACC-257	MALME-3M	UACC-62
25	C=C1C(=O)O[C@H]2[C@H]1CC/C(COC(=O)C(=O)c1cn(Cc3ccccc3)c3ccccc13)=C\CC[C@@]1(C)O[C@@H]21	·	-65.4*	-41.7*	-87.4*
26	COP(=O)(CC(F)(F)C(F)(F)F)OC	25.2	-36.5*	-59.1*	65.3
27	CC(O)C1CCC2C3CCC4=CC(=O)CCC4(C)C3CCC12C (stereo unspecified)	93.4	84.6	85.0	72.4
28	Cc1ccc2oc(=O)c3c(c2c1)OC(N)=C(C(N)=O)C3c1ccc([N+](=O)[O-])cc1 (stereo unspecified)	113.5	101.9	97.3	96.8
29	CCCCCCCCOP(=O)(N1CC1C)N1CC1C (stereo unspecified)	105.6	101.2	97.5	98.7
30	Brc1ccc(Oc2ccc(Br)cc2Br)c(Br)c1	94.8	87.0	105.4	·
31	O=C1NC(=S)NC(=O)C1=C/C=C/c1ccccc1	111.9	96.4	108.1	97.5
32	ClCCN1c2ccccc2Sc2c1ccc1ccccc21	99.2	114.6	93.1	85.6
33	CC12CCC(=O)C=C1C(O)CC1C2CCC2(C)C(O)CCC12 (stereo unspecified)	105.2	95.0	95.9	99.5
34	c1ccc2c(c1)ccc1oc3ccc4ccccc4c3c12	107.9	122.1	98.8	83.7
35	ClP(Cl)(c1ccccc1)(c1ccccc1)c1ccccc1	114.6	102.9	103.7	110.2
36	Nc1ccc(S(=O)(=O)F)cc1	·	110.1	95.2	105.0

cpd	LOX IMVI	MDA-MB-435	SK-MEL-28	SK-MEL-5
25	-93.3*	-76.6*	-47.1*	-96.6*
26	-63.5*	9.6*	-58.1*	80.8
27	97.6	91.2	114.0	91.5
28	100.0	101.1	111.4	99.2
29	99.6	104.6	109.9	105.2
30	108.2	102.1	109.6	101.5
31	100.3	101.7	93.7	101.7
32	102.2	97.5	111.8	97.5
33	97.2	111.9	115.5	98.6
34	88.3	105.7	111.0	98.9
35	102.1	105.2	100.9	112.4
36	99.4	101.7	113.6	105.6

# Part of the list above, with values under each structure:
# The line under a structure holds: SK-MEL-2, UACC-257, MALME-3M, UACC-62, LOX IMVI, MDA-MB-435, SK-MEL-28, SK-MEL-5
26	COP(=O)(CC(F)(F)C(F)(F)F)OC
 : 25.2, -36.5*, -59.1*, 65.3, -63.5*, 9.6*, -58.1*, 80.8
25	C=C1C(=O)O[C@H]2[C@H]1CC/C(COC(=O)C(=O)c1cn(Cc3ccccc3)c3ccccc13)=C\CC[C@@]1(C)O[C@@H]21
 : ·, -65.4*, -41.7*, -87.4*, -93.3*, -76.6*, -47.1*, -96.6*
28	Cc1ccc2oc(=O)c3c(c2c1)OC(N)=C(C(N)=O)C3c1ccc([N+](=O)[O-])cc1 (stereo unspecified)
 : 113.5, 101.9, 97.3, 96.8, 100.0, 101.1, 111.4, 99.2

# The list goes on.
cpd	smiles	SK-MEL-2	UACC-257	MALME-3M	UACC-62
37	NC(Cc1cnc[nH]1)C(=O)NC(Cc1cnc[nH]1)C(=O)O (stereo unspecified)	98.6	92.9	109.4	92.6
38	S=C(SSC(=S)N(Cc1ccccc1)Cc1ccccc1)N(Cc1ccccc1)Cc1ccccc1	73.2	75.9	84.5	58.8
39	CNP(=O)(NC)NC	98.4	106.0	100.2	104.1
40	CN1C(=O)NC(=O)C(N=Nc2ccc(Cl)cc2)C1=O (stereo unspecified)	116.6	104.8	133.8	49.9
41	NNc1nc2nc(N)nc(N)n2n1	111.2	112.4	104.9	100.2
42	NC1CCCCC1	126.8&131.3	91.9&103.0	105.2&128.5	97.9&101.7
43	Nc1ccc(Cl)c(Cl)c1	105.6	99.8	·	·
44	O=NN(c1ccccc1)c1ccccc1	105.2	96.0	86.2	95.4
45	Cn1c(-c2ccccc2)c(C(C[N+](=O)[O-])c2ccccc2)c2ccccc21 (stereo unspecified)	94.1[7 µM]	81.8[7 µM]	82.3[7 µM]	72.5[7 µM]
46	CCC(=O)c1ccc(N)cc1	98.9	99.8	100.5	99.3
47	CNC(=O)Oc1cccc(CN(C)C)c1	106.9	107.1	101.3	111.8
48	CC1=C(N2CC2)C(=O)c2ccccc2C1=O	110.3	105.9	112.3	101.6

cpd	LOX IMVI	MDA-MB-435	SK-MEL-28	SK-MEL-5
37	93.2	105.7	102.4	97.4
38	45.4	68.0	75.8	43.0
39	107.0	121.8	108.6	101.5
40	102.4	95.7	122.3	96.0
41	102.2	106.8	106.3	104.5
42	101.9&85.1	108.8&104.4	111.8&112.2	102.7&100.2
43	77.7	100.1	120.0	101.0
44	100.2	104.6	114.0	98.6
45	84.5[7 µM]	63.3[7 µM]	92.7[7 µM]	93.0[7 µM]
46	98.0	119.9	105.1	108.9
47	98.2	105.9	108.3	103.3
48	80.5	109.4	117.7	94.5

# Remaining list, next part
cpd	smiles	SK-MEL-2	UACC-257	MALME-3M	UACC-62
49	Fc1ccc(C2=NN(c3cc(Cl)cc(Cl)c3)C(c3sc(N(CCCl)CCCl)nc3Cl)C2)cc1 (stereo unspecified)	93.6	99.1	111.5	70.7
50	[O-][n+]1ccccc1S	41.2	23.9	110.0	13.6
51	C[C@H]1[C@H](OC(=O)CCC(=O)N(CCCc2cn(-c3cc4ccc(O)cc4oc3=O)nn2)CCNc2ccnc3cc(Cl)ccc23)O[C@@H]2OC3(C)CC[C@H]4[C@H](C)CC[C@@H]1[C@@]24OO3	50.0	66.9	57.5	39.7
52	Nc1cc2ccccc2cc1O	104.5	99.5	91.8	102.8
53	Cc1ccc(S(=O)(=O)n2cc(C=C3C(=O)NC(=O)NC3=O)c3ccccc32)cc1	82.0	95.4	·	83.8
54	COc1cc(C=Nc2cccc(C(=O)O)c2)ccc1N(CCCl)CCCl	108.1	85.1	84.4	96.7
55	CN(C)CCCN1CC2CCCCC2C1 (stereo unspecified)	96.4	96.0	93.3	102.2
56	O=S(=O)(O)CCBr	113.8	97.7	93.9	103.3
57	CN(CCC#N)C1=Nc2ccc(Cl)cc2C(c2ccccc2)=[N+]([O-])C1	100.3	103.3	111.2	82.5
58	Cc1cc(N(CCCl)CCCl)ccc1C=Nc1ccc2ccccc2c1	145.4	37.8	84.9	28.4
59	CCCCOP(=S)(N1CC1)N1CC1	139.6	96.2	117.7	106.0
60	C/C(CCl)=N\NC1=NC(C)(CCl)P(=O)(NNc2ncccn2)S1 (stereo unspecified)	106.1	109.7	96.1	92.0

cpd	LOX IMVI	MDA-MB-435	SK-MEL-28	SK-MEL-5
49	89.6	96.1	107.9	118.7
50	1.8*	53.8	34.1	48.9
51	34.2	37.8	56.6	42.1
52	88.4	113.2	114.6	79.2
53	85.0	111.8	107.1	95.4
54	101.2	91.5	103.1	98.7
55	99.3	103.9	109.9	110.5
56	99.0	100.3	109.0	94.7
57	98.6	109.2	109.1	99.4
58	82.8	90.6	101.9	74.6
59	88.0	109.8	104.2	112.6
60	93.8	109.0	103.1	104.7

# Additional entries follow:
cpd	smiles	SK-MEL-2	UACC-257	MALME-3M	UACC-62
61	CC1=C2[C@@H](CC1)[C@]1(C)O[C@@](C(C)C)(C[C@H]1O)[C@H]2OC(=O)C1CC1c1ccccc1 (stereo partly specified)	87.7	103.5	92.2	75.6
62	NC(N)=NCCCOc1ccccc1	108.2&102.9	92.1&104.4	94.4&125.8	95.8&103.7
63	CC[C@H](C)[C@H](NC(=O)C12C3C4C1C1C2C3C41NC)C(=O)N(C)[C@H](C[C@@H](OC(C)=O)c1nc(C(=O)N[C@@H](Cc2ccccc2)C[C@H](C)C(=O)OC)cs1)C(C)C (stereo partly specified)	43.0	42.1	50.1	·
64	CCN=C=S	109.2	95.3	80.4	99.6
65	C[C@]12CC[C@@H]3c4ccc(Oc5nc(N6CC6)nc(N6CC6)n5)cc4CC[C@H]3[C@@H]1CCC2=O	56.4	65.5	65.4	18.4
66	ClCCN(CCCl)c1nc(Cl)c(C2CC(c3ccccc3)=NN2c2ccccc2)s1 (stereo unspecified)	93.9	85.8	113.2	60.9
67	Oc1ccccc1OB(Oc1ccccc1O)N(CCCl)CCCl	104.0	84.4	89.9	94.7
68	C[C@@H]1O[C@@H](O[C@H]2C[C@@H](O)[C@]3(CO)C4C(CC[C@]3(O)C2)[C@@]2(O)CC[C@H](C3=CC(=O)OC3)[C@@]2(C)C[C@H]4O)[C@H](O)[C@H](O)[C@H]1O (stereo partly specified)	-59.9*	-91.7*	-31.0*	-66.5*
69	Cc1cnc(/C=C/C(=O)O)cc1-c1cc2c(cc1C)C(C)(C)CCC2(C)C	74.4	38.3	8.9*	65.8
70	C[C@]12C[C@H](O)[C@H]3[C@@H](CCC4=CC(=O)CC[C@@]43C)[C@@H]1CC[C@@H]2O	·	·	·	98.5
71	C[C@]12C=CC(=O)C=C1CC[C@@H]1[C@@H]2C(=O)C[C@@]2(C)[C@H]1CC[C@]2(O)C(=O)COC(=O)N(CCCl)CCCl	103.5	90.1	103.7	93.9
72	COc1ccccc1N1CCN(CCc2c[nH]c3cc4c(cc23)OCO4)CC1	57.6	56.7	92.0	69.2
73	COC(=O)C1(NC(C)=O)CC2CCCN2C12C(=O)Nc1ccccc12 (stereo unspecified)	101.0	103.4	102.8	96.4

cpd	LOX IMVI	MDA-MB-435	SK-MEL-28	SK-MEL-5
61	93.3	98.4	104.8	85.4
62	103.6&101.9	102.6&112.4	106.3&120.7	105.2&113.7
63	15.7	-27.9*	58.1	3.3*
64	95.5	93.6	100.9	104.0
65	-63.1*	48.5	63.5	5.8*
66	85.3	102.7	98.6	89.1
67	89.4	87.4	109.7	89.9
68	-88.2*	-80.5*	-87.6*	-95.5*
69	47.9	83.8	41.5	62.8
70	96.0	101.2	106.0	100.4
71	103.1	92.4	116.6	97.0
72	60.4	78.0	94.2	74.8
73	102.3	109.0	92.3	110.1

# Source: PubChem (NCI)
